Giardia killer: Giardia lamblia killing | Giardia lamblia trophozoite viability | activity change, % at 7.66 µM, hits read low | actives 0.15% (n = 340,000) | AID 540267; in the data active means activity change below about -80%; inconclusive means between about -30% and that limit;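 further: parasites exposed to compound for two days anaerobically before the ATP read; on the % scale 0 is the no-effect control and ±100 the full control effect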
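Luminescent ATP signal served as the viability read-out, measured 15-30 min after adding ATP detection reagent to trophozoites that had been incubated with compounds for 48 hrs at 37 deg C anaerobically at 100 cells/well.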
Menin MLL FP TR: inhibitors of human menin-MLL interaction, mutant MLL peptide | Menin + Texas Red MLL mutant peptide, fluorescence polarization | actives 0.23% (n = 270,000) | Potency, µM (highest dose often 61.6 µM), without a hit: at the highest dose FP activity change, negative = inhibition, usual class: inhibitors | O00255; active means well fitted inhibition curve with a large enough effect in the polarisation, with a control signal flat, not every such curve was filed as active; inconclusive means small, poorly fitted or top-dose-only effect, or effect the other way, or a change in a side signal; inactive means no such curve, though single readings can be large or run the other way; the % refers to the polarisation; further: potency means the concentration at half of the fitted maximal effect; % of control where 0% means no effect; many of its hits are not listed in these tables
FLuc modulator: firefly luciferase modulation, counter-screen for miR-21 project; actives 6.9% (n = 360,000); P08659; Potency, µM (top dose mostly 57.5 µM), without a hit: top-dose activity change, negative = inhibition, usual class: inhibitors; purified FLuc, Km substrates, luminescence inhibition;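 further: potency means the concentration at half of the fitted maximal effect; plate controls were vehicle for no effect and reference inhibitor for full effect; nearly all actives have a fitted effect of over 55% in size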
Target sequence (P08659 whole entry, looked up): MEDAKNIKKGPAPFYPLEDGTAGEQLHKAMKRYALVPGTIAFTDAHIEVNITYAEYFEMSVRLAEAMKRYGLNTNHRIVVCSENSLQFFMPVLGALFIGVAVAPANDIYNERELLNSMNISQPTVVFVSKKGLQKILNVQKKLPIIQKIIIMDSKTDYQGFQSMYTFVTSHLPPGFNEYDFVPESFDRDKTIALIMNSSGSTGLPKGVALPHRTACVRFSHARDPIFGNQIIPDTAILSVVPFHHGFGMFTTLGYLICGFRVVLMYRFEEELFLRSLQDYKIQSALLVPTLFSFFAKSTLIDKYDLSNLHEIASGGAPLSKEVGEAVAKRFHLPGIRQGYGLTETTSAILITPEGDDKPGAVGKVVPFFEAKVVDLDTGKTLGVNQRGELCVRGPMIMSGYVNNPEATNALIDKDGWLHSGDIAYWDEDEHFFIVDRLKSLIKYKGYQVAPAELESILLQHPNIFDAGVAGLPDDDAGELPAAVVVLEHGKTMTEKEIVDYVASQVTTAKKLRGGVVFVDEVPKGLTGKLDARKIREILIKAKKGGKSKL
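Biochemical qHTS of compounds, final roughly 60 µM downward over six points, against 10 nM purified firefly luciferase using Km concentrations of substrates (10 uM D-luciferin, 10 uM ATP) in Tris acetate pH 7.5 buffer; luminescence output.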
BRCA1 expr up: increases BRCA1 expression; actives 1.1% (n = 380,000); Potency, µM (top dose mostly 46.1 µM), inactives show at the highest dose activation, usual class: activators; MCF7-BRCA1-FFLuc reporter, luminescence, 48 h; response scale: scaled: vehicle 0%, 10 µM genistein 100%; AID 624202; further: potency means the concentration at half of the fitted maximal effect; nearly all actives have a fitted effect of over 80% in size; some results filed as inactive show a strong effect at the top dose
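Quantitative HTS in MCF7 cells stably reporting BRCA1 expression via firefly luciferase. Compound treatment lasts 48 h at 37 °C in phenol-red free MEM. Activation is expressed relative to genistein at 10 microM and DMSO.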
NPC1 prom act: NPC1 promoter activation; Huh7 NPC1 promoter luciferase reporter, 24 h; Potency, µM (highest dose often 9.22 µM), without a hit: top-dose activation, actives largely listed as activators; actives 2.4% (n = 320,000); AID 485313;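 further: potency means the concentration at half of the fitted maximal effect; % of control where 0% means no effect; nearly all actives have a fitted effect of over 60% in size; reporter is driven by a mutant NPC1 promoter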
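Luminescence read-out of NPC1 promoter-driven luciferase in stably transfected Huh7 cells; compounds delivered in DMSO and left 24 h at 37C, 5% CO2, qHTS titration format.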
PKM2 activator: PKM2 (human) enzyme activation | purified PKM2, Kinase-Glo ATP luminescence, activation; response scale: 0% is enzyme alone, no compound | Potency, µM (series often up to 57.5 µM), for the others: at the top dose activation, actives largely listed as activators | actives 0.34% (n = 260,000); further: potency means the concentration at half of the fitted maximal effect; on the % scale 0 is the no-effect control and ±100 the full control effect; nearly all actives have a fitted effect of over 55% in size
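Purified hPK-M2 (>95%) run at intermediate activity with 0.1 mM ADP and 0.5 mM PEP in 50 mM imidazole pH 7.2, KCl, MgCl2; 1 h room temperature. ATP formed read by Kinase-Glo luminescence; normalized to uninhibited and no-enzyme controls.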
Rab9 prom act: activates the Rab9 promoter. AID 485297. Potency, µM (series often up to 9.22 µM), inactives show top-dose activation, negative = inhibition, usual class: activators. actives 2.8% (n = 320,000). Huh7 Rab9 promoter-luciferase reporter, luminescence, 24 h; further: potency means the concentration at half of the fitted maximal effect; % of control where 0% means no effect; nearly all actives have a fitted effect of over 60% in size
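Huh7 cells stably carrying a Rab9 promoter-luciferase reporter, 1500 cells per well in OP-MEM I with 10% FBS, treated with compound 24 hours at 37C. Luciferase activity read by luminescence after 10 minutes with Amplite reagent.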
RORg inh: blocks mouse ROR gamma transcriptional activity | Drosophila S2 Gal4-RORgamma UAS-luciferase reporter, 20 h | Potency, µM (top dose mostly 53.6 µM), inactives show at the highest dose activity change, negative = inhibition, usual class: inhibitors | actives 5.4% (n = 310,000) | AID 2551; further: potency means the concentration at half of the fitted maximal effect; on the % scale 0 is the no-effect control and ±100 the full control effect; nearly all actives have a fitted effect of over 60% in size
Target sequence (P51450 whole entry, looked up, the tested form may be a part): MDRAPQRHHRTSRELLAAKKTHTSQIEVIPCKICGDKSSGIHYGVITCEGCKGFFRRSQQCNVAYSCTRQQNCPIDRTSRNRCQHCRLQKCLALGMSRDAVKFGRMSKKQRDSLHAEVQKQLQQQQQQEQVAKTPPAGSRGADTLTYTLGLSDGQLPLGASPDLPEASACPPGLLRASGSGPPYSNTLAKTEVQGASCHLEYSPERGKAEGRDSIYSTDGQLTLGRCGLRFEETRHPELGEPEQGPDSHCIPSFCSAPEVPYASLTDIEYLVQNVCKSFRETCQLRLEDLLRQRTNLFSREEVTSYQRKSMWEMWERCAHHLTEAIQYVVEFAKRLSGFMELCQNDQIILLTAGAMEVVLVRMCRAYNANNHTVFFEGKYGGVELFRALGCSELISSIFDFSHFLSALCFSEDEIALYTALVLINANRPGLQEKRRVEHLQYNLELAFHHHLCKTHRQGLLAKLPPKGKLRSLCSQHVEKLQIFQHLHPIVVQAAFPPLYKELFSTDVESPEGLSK
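Drosophila S2 cells stably expressing Gal4-DBD/mouse RORγ fusion under metallothionein promoter plus UAS-luciferase; compound 1 h, then 700 uM CuSO4 induction for 20 h at ambient temperature; inhibition read as reduced luminescence.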
ELG1 genotox: induces genotoxicity in HEK293T cells with luciferase-tagged ELG1; HEK293T ELG1-luciferase reporter, luminescence, 16 h; Potency, µM (highest dose often 46 µM), inactives show at the top dose activity change, positive = activation, usual class: activators; actives 1.3% (n = 330,000); AID 504466; further: potency means the concentration at half of the fitted maximal effect; % of control where 0% means no effect; nearly all actives have a fitted effect of over 60% in size
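16 hr compound incubation (37 °C, 5% CO2) of HEK293T cells carrying luciferase-tagged ELG1; luciferase then measured by ONE-Glo luminescence after 30 min at RT.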
VP16 counter: counter-screen for ROR gamma inhibitors: Gal4-VP16 reporter; Drosophila S2 Gal4-VP16 UAS-luciferase, luminescence, 20 h; Potency, µM (highest dose often 53.6 µM), without a hit: at the highest dose activity, negative = inhibition, usual class: inhibitors; AID 2546; actives 3.5% (n = 310,000);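 further: Gal4-VP16 expression switched on by copper sulfate through the metallothionein promoter; potency means the concentration at half of the fitted maximal effect; on the % scale 0 is the no-effect control and ±100 the full control effect; nearly all actives have a fitted effect of over 50% in size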
p53 reactivator: restores transcriptional activity of mutant p53 | H1299 p53-A138V BP100-luciferase reporter, luminescence, 24 h | Potency, µM (top dose mostly 92.2 µM), for inactives: at the highest dose activity change, positive = activation, usual class: activators | actives 0.063% (n = 320,000) | AID 504706; further: potency means the concentration at half of the fitted maximal effect; % of control where 0% means no effect; nearly all actives have a fitted effect of over 45% in size
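p53-null H1299 cells stably carrying temperature-sensitive p53-A138V and a BP100-luciferase reporter were pinned with compounds (4-point, 1:5 series) and held 24 hrs at 37 deg C. Luminescence was read 10 min after detection reagent.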
* = called active by the depositor; ? = inconclusive; . = not tested or not shown; & = joins results of further samples; [ ] = dose if it differs, or a comment. Unless noted, the call rests on the fitted dose curve; in most records, active means well fitted curve in the direction sought with a large enough effect; inconclusive means small, poorly fitted or top-dose-only effect, or another doubt; inactive means no such curve, though single readings can be large; an effect the other way counts as inactive or inconclusive. Only part of the results is shown, so the mix of outcomes need not match the whole.

Values run as follows: Giardia killer | BRCA1 expr up | p53 reactivator | ELG1 genotox | PKM2 activator | FLuc modulator | NPC1 prom act | Rab9 prom act | RORg inh | VP16 counter | Menin MLL FP TR
- O=C(O)CCCc1ccc2ccc3cccc4ccc1c2c34
→ 15 | -30% | -4% | 3% | . | ? | 1% | -2% | -7% | -21% | 45%[activator]
- Cc1cc(C)nc(SCc2ccc(C(=O)N/N=C/c3cccnc3)cc2)n1
→ . | . | -4% | 6% | 0% | 1% | 2% | 1% | -2% | -5% | -12%
- O=C(CCN1CCN(Cc2ccccc2)CC1)Nc1cccc(Cl)c1
→ -18 | -3% | 10% | -15% | -1% | 1% | 0% | 0% | 18% | -3% | -6%
- c1ccc(CN(Cc2ccccc2)c2c3c(nc4ncnn24)CCC3)cc1
→ 38[activator] | -12% | -7% | 3% | 2% | -1% | -4% | -1% | 0% | -2% | .
- CCOc1ccccc1NC(=O)COC(=O)c1cnc(C)cn1
→ 2 | 1% | -7% | -2% | . | . | 0% | -5% | . | . | .
- Cc1nc(NC(=O)COC(=O)CCC(=O)c2cccs2)c(Cl)cc1Cl
→ -13 | -7% | 4% | 1% | 0% | 2% | -5% | 0% | 0% | 11% | -10%
- CCN(Cc1ccncc1)C(=O)CCc1nnc(CCC2CCCCC2)o1
→ 0 | 13% | 1% | 0% | -12% | -11% | 3% | 9% | ? | -14% | -14%
- CCOC(=O)C1(Cc2cccc(Cl)c2)CCCN(C(=O)c2cnn(CC)c2)C1 (centres undefined)
→ 2 | -19% | . | 3% | 1% | ? | 12% | 7% | . | . | 2%
- CC(Sc1ccccc1)C(=O)NN=C1CCCCCCC1 (centres undefined)
→ -20 | 18% | 2% | 0% | -3% | 0% | -8% | -8% | ? | 7% | -2%
- CCc1ccc(NC(=O)[C@H](Cc2ccccc2)NC(=O)C2CCN(C(=O)[C@@H](N)CC(C)C)CC2)cc1
→ 2 | -17% | . | 3% | 0% | 1% | -5% | -2% | 8% | -6% | -21%
- O=C(c1ccc2oc(CCCc3ccccc3)nc2c1)N1CCCC1
→ 7 | 7.1µM* | ? | 9.2µM* | -3% | 8.5µM* | 3.2µM* | 1.8µM* | -5% | 5% | .
- CCOc1ccc(S(=O)(=O)NCc2ccco2)c2ccccc12
→ 26 | 0% | 13% | 1% | -8% | -2% | 1% | 15% | -13% | 4% | 0%
- O=C(NCc1ccco1)C(Cc1ccccc1)N1C(=O)C2C3C=CC(C3)C2C1=O (centres undefined)
→ -14 | -16% | 2% | -3% | 3% | 2% | -2% | -4% | 0% | ? | 19%
- CNC(=O)CN(c1cccc(Br)c1)S(C)(=O)=O
→ -5 | -12% | 2% | -2% | -9% | -1% | 12% | -1% | -7% | -9% | 16%
- COCCNC(=O)NC(=O)CN1C(=O)NC(Cc2c[nH]c3ccccc23)C1=O (centres undefined)
→ -17 | -1% | 1% | -1% | . | 2% | -2% | 2% | 3% | -6% | -5%
- CN(c1cccc(Cl)c1)S(=O)(=O)c1cccc(C(=O)Nc2nc3ccccc3[nH]2)c1
→ -10 | -89%[inhibitor] | ? | -15% | 0% | -17% | 1% | -4% | 2.8µM* | 3.5µM* | -4%
- O=C(O)c1c2c(nc3ccc(S(=O)(=O)N4CCC(C(=O)N5CCCCC5)CC4)cc13)CCCC2
→ -17 | -10% | -6% | 3% | 1% | 5% | -3% | -11% | -25% | 0% | 2%
- C=CCOc1ccc(C2/C(=C(\O)c3ccc(F)cc3)C(=O)C(=O)N2CCCN(C)C)cc1 (centres undefined)
→ -1 | 3% | -3% | 3% | 11% | -1% | -2% | -4% | -14% | -1% | 6%
- CC(C)NCC(O)(c1ccc(Cl)cc1)c1ccc(Cl)cc1
→ -8 | -1% | 1% | -3% | 7% | 1% | -6% | 3% | -14% | 5% | 4%
- CN(C)/C=C/C(=O)c1ccc(C(F)(F)F)cc1F
→ 4 | 32% | 4% | 17% | 5% | ? | 1% | 4% | 16% | -8% | 9%
- O=C(CSCC(=O)Nc1nccs1)Nc1ccccc1
→ 1 | -6% | -7% | -3% | -11% | -3% | 11% | 13% | 28% | -22% | 6%
- O=C(CCc1ccccc1)Nc1c(F)c(F)c(F)c(F)c1F
→ -5 | -13% | -4% | -1% | -1% | -1% | 10% | -2% | 2% | -3% | 16%
- N/C(=N\OC(=O)CCC1CCCCC1)c1cccnc1
→ 24 | 17% | 1% | 10% | 2% | 19µM* | 11% | -4% | 18% | 17% | -9%
- Cc1ccc(C)c(Cn2nc3c4ccccc4n(Cc4ccccc4)cc-3c2=O)c1
→ 6 | -16% | -4% | 6% | . | 1% | 6% | -8% | 1% | -3% | -5%
- CCNC(=O)[C@H]1O[C@@H](n2cnc3c(N)nc(NCCc4ccc(CCC(=O)O)cc4)nc32)[C@H](O)[C@@H]1O
→ -8 | 20% | -2% | 12% | 0% | 0% | 6%[46.1 µM] | 1%[46.1 µM] | -9% | -8% | .
- CC(NC(=O)Nc1nccs1)(C(F)(F)F)C(F)(F)F
→ 6 | -2% | -2% | 2% | 4% | 7% | -2% | -2% | 0% | -11% | 7%
- CC(C)CCOc1ccc(C(=O)NCCC(=O)N2CCOCC2)cc1
→ -1 | 82% | 11% | ? | 0% | ? | 12% | 2%[1.84 µM] | 23% | 14% | -12%
- CCOC(=O)C(CC)/C(C)=N\NC(=O)c1cccc(C)c1 (centres undefined)
→ -3 | -2% | 4% | 1% | 1% | -4% | -5% | 0% | ? | 4% | -22%
- O=C(Nc1ccc2nc3n(c(=O)c2c1)CCCCC3)c1c(F)ccc([N+](=O)[O-])c1F
→ -20 | -37% | -23% | ? | . | -18% | -30% | -28% | -94% | 7.9µM* | .
- CCOC(=O)c1[nH]c2ccc(OC)cc2c1NC(=S)N1CCN(c2ccccn2)CC1
→ -29 | -20% | -6% | -9% | 0% | 2% | -1% | -8% | -9% | 7% | 17%
- O=C(OCc1ccc(Cl)cc1Cl)c1cccnc1Cl
→ -15 | 0% | -4% | -2% | ? | -10% | -2% | -5% | -1% | -6% | 31%[activator]
- CCC(=O)N1CCN(c2ccccc2NC(=O)COc2cc(C)ccc2C(C)C)CC1
→ 9 | -52% | -18% | -23% | 12% | 2% | -5% | -7% | -24% | -12% | -10%
- COc1ccccc1NC(=O)c1ccc(NC(=O)CN2C(=O)CN(C)C2=O)cc1
→ 0 | -39% | 0% | 0% | 2% | 1% | -3% | -2% | 1% | 1% | 9%
- Cn1c(CNC(=O)c2ccc(F)cc2)cc2ccccc21
→ 35[activator] | 2% | 0% | 0% | -6%[11.5 µM] | -8% | 1% | -3% | ? | -1% | 15%
- Cc1ccc2ccccc2[n+]1CCCS(=O)(=O)[O-]
→ -21 | 0% | 0% | -2% | 5% | 2% | -4% | 3% | 1% | -6% | -8%
- Cc1ccc2cc(CN(CCCN(C)C)C(=S)NCc3ccccc3)c(=O)[nH]c2c1C
→ 22 | 1% | 3% | 1% | -10% | 1% | -1% | -6% | -2% | 1% | ?
- Clc1cc(Cl)c(OCc2nc(-c3ccccn3)no2)cc1Cl
→ -11 | 27% | ? | ? | -1% | 1.3µM* | 1.1µM* | 0.71µM* | ? | ? | -14%
- CCCCOc1ccc(C(=O)N/C(=C/C=C/c2ccccc2)C(=O)O)cc1
→ -3 | 4% | -3% | 4% | 0% | 15µM* | 0% | -2% | -34% | 19% | ?
- CN1C[C@@H]2C(c3ccc(C(F)(F)F)cc3)C3(c4cccnc4)CC2(C3)[C@H]1c1ccccc1 (some centres undefined)
→ 7 | -1% | -2% | -8% | -2%&-2% | 1% | -1% | -6% | -25%&-23% | -2%&5% | -10%
- NS(=O)(=O)c1ccc(CCNC(=O)CNC(=O)Cc2cccc3ccccc23)cc1
→ 5 | -10% | -4% | 2% | . | 4% | -1% | -3% | -18% | -1% | -13%
- COc1ccc(Cc2nc3ccc(C(=O)NC(C)Cc4ncccc4C)cc3o2)cc1OC (centres undefined)
→ 7 | 12% | -16% | -23% | -16% | ? | 19% | 30% | ? | -7% | .
- CSc1ccc(C(=O)C2CCCN(C(=O)c3cccc(N4CCOCC4)c3)C2)cc1 (centres undefined)
→ 9 | 6% | 1% | 9% | 2% | ? | 2% | 0% | 0% | -5% | ?
- CNC(=O)c1[nH]cnc1C(=O)N[C@@H](C)C(=O)OCc1ccccc1
→ 22 | -52% | 7% | 1% | -15% | -1% | -9% | -15% | 33% | -10% | .
- O=C(COc1ccccc1F)Nc1nnc(C2CCCC2)s1
→ 33[activator] | -8% | ? | ? | . | ? | 21% | 22% | 2% | 1% | .
- CCc1cc(=O)oc2cc(OC(=O)CN3C(=O)NC4(CCCC4)C3=O)ccc12
→ 7 | -2% | -7% | -5% | 0% | 2% | -1% | 0% | -16% | 4% | .
